Bioassay records deposited in PubChem by Broad Institute.
Cneo AK release: causes C. neoformans cell lysis | adenylate kinase release luminescence, 4 h; normalised: neutral wells 0, clomiphene wells 100 | actives 0.2% (n = 360,000) | lysis activity, % at 15 µM;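 active = mean lysis activity across replicates of at least 80%, whatever share of replicates individually reach that level; inactive = mean lysis activity below 80%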
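Assay system: C. neoformans cells. Amount: yeast cell density of 5 × 10^6 cells/mL. Technique: AK luminescence. Buffer or medium: YPD. Times: static 4 h at 37 °C with compound, 1 h detection. Dosing: single-point compound dose. Read-out: lysis from increased AK signal.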
PGC1a acetyl inh: PGC1a acetylation modulation, inhibitor mode; U2OS PGC1a acetylation, AlphaScreen anti-acetyl-lysine; with virally co-expressed GCN5 acetyltransferase; actives 0.17% (n = 350,000); inhibition, % at 15.6 µM;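 active = every replicate shows inhibition of at least 40%; inconclusive = mean inhibition at least 40% but some replicate below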;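 also: 0% = neutral control wells and 100% = positive control wells; some results beyond the cut were filed as inactive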
miR-122 sensor: blocks miR-122 activity in Huh7 sensor cells. Huh7 miR-122 Renilla luciferase sensor, 48 h; neutral wells = 0, positive control = 100. activation (reporter increase), % at 12.5 µM. actives 0.3% (n = 340,000);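 active = mean replicate activation score at least 90 and every replicate individually at or above 90; inconclusive = only one of the two criteria met; inactive = neither criterion met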;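 also: higher luciferase means less miR-122 activity so hits act as miR-122 inhibitors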
The depositor's hits bear a star; ? = inconclusive. A portion of the library; rates above refer to the full screens.

SMILES	Cneo AK release	PGC1a acetyl inh	miR-122 sensor
COC(=O)C1=C(COc2ccc(F)cc2)NC(=O)NC1c1ccc(C)cc1C (stereo not drawn)	1	13	-2
Nc1cc(=O)[nH]c(SCCNS(=O)(=O)c2ccccc2)n1	1	20	-3
CC(C)(C)NC(=O)CSc1nnc(-c2ccccc2)c(-c2ccccc2)n1	-1	3	1
CCCNC(=O)c1ccccc1NC(=O)c1ccccc1N(C)S(=O)(=O)c1ccc(C)cc1	-2	-8	29
CCOC(=O)c1cc(NC(=O)C2CCCO2)cc(C(=O)OCC)c1 (stereo not drawn)	1	-5	1
Clc1cccc(Cl)c1-c1nnc2ccc(N3CCOCC3)nn12	0	-10	2
O=C(NCc1ccco1)c1cc2nc(-c3ccc4c(c3)OCO4)cc(C(F)(F)F)n2n1	-1	5	21
O=C1c2ccccc2CC1Sc1nnc(-c2ccccn2)o1 (stereo not drawn)	9	-11	-5
COCCNC(=O)C1CCN(S(=O)(=O)N2CCC3(CC2)OCCO3)CC1	1	0	-1
CNC(=O)C1CCC(=O)N1Cc1ccc(C)cc1 (stereo not drawn)	-1	-5	2
CCOC(=O)C1CCN(C(=O)CN(c2cccc(OC)c2)S(=O)(=O)c2ccccc2)CC1	-2	-10	-2
Oc1cccc(Nc2nc(NCC3CCCO3)c3ccccc3n2)c1 (stereo not drawn)	-4	-10	1
NC(=O)c1ccccc1OCC(=O)NS(=O)(=O)c1ccc(Cl)cc1	1	8	3
O=C(Nc1cccc2c1[nH]c1ccccc12)C(F)(F)F	4	12	7
Cc1c(C=O)c2ccccc2n1CC(=O)N1CCc2ccccc2C1	0	6	-7
CCOC(=O)N1CCN(C(=O)CSc2nnc(-c3cc(OC)ccc3OC)o2)CC1	2	0	-2
Cc1ccc(C(c2nnnn2CC2CCCO2)N2CCN(C(=O)c3ccco3)CC2)cc1 (stereo not drawn)	-4	4	-4
O=C(O)C1Nc2c(Cl)cc(Cl)cc2C2C=CCC12 (stereo not drawn)	-2	-17	-6
Cc1cccc(C(=O)O/N=C(\N)Cc2cccc3ccccc23)c1	-4	1	-9
O=C(CNC(=O)c1cccc(Br)c1)NCCc1nc2ccccc2[nH]1	-2	9	-13

Next part.
SMILES	Cneo AK release	PGC1a acetyl inh	miR-122 sensor
Cc1sc2ncn3c(C)nnc3c2c1C	6	-5	-6
CC(C)Cn1[nH]c2c3c(ccc2c1=O)C(=O)c1ccccc1C3=O	-1	-1	8
CCN(CC)CC(=O)NC12CC3CC(CC(C3)C1)C2	-1	1	-3
CN(C)C(=O)NC(Nc1ccc(Cl)cc1Cl)C(Cl)(Cl)Cl (stereo not drawn)	0	-12	-1
CC1(C)CC(=O)C(C(c2ccccc2F)C2C(=O)CC(C)(C)CC2=O)C(=O)C1	0	0	-5
O=C(Nc1ccc(F)cc1)N(Cc1nnc2n1CCCCC2)c1ccccc1	-2	-1	2
CC(=O)N1CCc2cc(Br)cc(S(=O)(=O)N3CCCCCC3)c21	1	-10	7
COc1nc(N)nc(CC(=O)C2CC2)n1	12	2	0
COc1ccc(NC(=O)CSc2nnc(C3CC3)n2-c2ccccc2)cc1	-3	2	0
O=C(c1ccccc1-c1nc(-c2ccccc2)no1)N1CCOCC1	-2	-5	3
CCC(C)NC(=O)Cn1cnc2sc(C)cc2c1=O (stereo not drawn)	2	-4	2
CC(C)Oc1cc2oc(=O)c3c(c2cc1Cl)CCC3	-1	13	0
COc1ccccc1CNC(=O)/C=C/c1cc2c(cc1Br)OCO2	4	17	5
CCCc1cc(=O)[nH]c(SCC(=O)N(C)C2CCS(=O)(=O)C2)n1 (stereo not drawn)	2	14	4
Cc1cc(C(F)(F)F)c(C#N)c(Sc2ccccc2)n1	2	14	-6
CCOc1ccc(-c2[nH]nc3c2C(c2cccnc2)C(C#N)=C(N)O3)cc1 (stereo not drawn)	-1	0	-4
O=C1N(CC(=O)N2CCc3ccccc32)CCN1Cc1ccc(Cl)cc1	0	0	-5
CCCC1c2ccc(C)n2CCN1C(=O)Nc1ccccc1Cl (stereo not drawn)	-4	-11	13
Oc1[nH]c2ccccc2c1N=NC(=S)N1CCOCC1	-3	11	9
O=C(NCc1ccccn1)c1cn(Cc2ccccc2)nn1	-1	7	-24

Further structures follow.
SMILES	Cneo AK release	PGC1a acetyl inh	miR-122 sensor
Cc1ccc2nc3c(cc2c1)c(NS(=O)(=O)c1ccccc1)nn3CC(C)C	-1	-2	-1
CCCC(c1nnnn1Cc1cccs1)N1CCN(c2nc3ccccc3s2)CC1 (stereo not drawn)	8	-10	7
CCCC1CC(c2csc(N)n2)CCO1 (stereo not drawn)	3	-8	1
NCCOc1ccccc1-c1ccccc1	2	-4	3
N#CCSc1nccc(-c2cc(Cl)sc2Cl)n1	0	3	2
CCCOc1ccc(Cn2c(O)cc(=O)[nH]c2=O)cc1	0	1	-9
COc1cccc(NS(=O)(=O)c2ccc3[nH]cc(C(=O)NC4CC4)c(=O)c3c2)c1	5	-4	49
O=C(Nc1ccncc1)c1cc2ccccc2o1	-3	1	-6
O=C(Cn1c(=O)n2ncnc2c2c3c(sc21)CCCC3)c1ccccc1	0	10	0
O=C1C=C(O)CC(c2ccc(Cl)c(Cl)c2)C1 (stereo not drawn)	2	5	-5
COc1cc(-c2nnc(COC(=O)c3cc(C)nc4ccc(C)cc34)o2)cc(OC)c1OC	1	5	7
CCOC(=O)c1ccc(OCC(=O)c2ccc(O)cc2O)cc1	-8	0	0
Cc1ccc(S(=O)(=O)N2CCC(C(=O)N3Cc4ccccc4C3)CC2)cc1	5	-17	10
Cn1c(=N)n(CC(=O)C(C)(C)C)c2ccccc21	4	8	1
Cc1nc2cc(Cl)c(Cl)cc2nc1C	-1	2	-6
CC(C)CCn1nnnc1C(c1ccc(F)cc1)N1CCC(C(N)=O)CC1 (stereo not drawn)	-1	-12	4
Cc1cc(C)n(CC(=O)n2c(C)c(C)c3ccccc32)n1	-1	-2	6
Cc1nnc2c(NC(C)C)nc3ccccc3n12	-3	-11	-4
CCOC(=O)N1CCC(NC(=O)CCN2C(=O)C3C4C=CC(C4)C3C2=O)CC1 (stereo not drawn)	2	-4	1
COc1c(C)cc(Br)cc1C(=O)O	0	8	0

(continued)
SMILES	Cneo AK release	PGC1a acetyl inh	miR-122 sensor
CS(=O)(=O)N(CC(=O)N1CCCCCC1)c1ccccc1	1	-1	0
CCNc1nc(NC(C)C)nc(OCC)n1	0	-14	-4
CCCOc1ccc(F)cc1-c1cc(C(=O)NCc2cc(C(F)(F)F)cc(C(F)(F)F)c2)[nH]n1	2	-12	2
CCC(=O)Nc1cccc(-c2nc3ccccc3c(=O)o2)c1	-4	-14	-2
O=C(O)CCC(=O)N1N=C(c2cccs2)CC1c1cn(-c2ccccc2)nc1-c1ccccc1 (stereo not drawn)	0	6	6
O=C(Nc1nc2ccccc2[nH]1)C1CCN(S(=O)(=O)c2cccs2)CC1	1	-31	-3
COc1ccc(NC(=O)CN(C)C(C)C(=O)N2CCCCC2)cc1 (stereo not drawn)	1	-8	1
C#CCOCCOCCOCCNc1nc(N2CCN(C(=O)C([C@@H](C)O)n3cc([C@@H](N)CCCCN)nn3)CC2)nc(N2CCN(C(=O)[C@H](CCCCN)n3cc(CN)nn3)CC2)n1 (stereo partly drawn)	-1	3	-6
O=C1c2ccccc2C(=O)N1CCSc1ccccc1	-7	-2	-3
CCO/C=C1/C(=O)N(C)C(=O)c2cc(OC)ccc21	-4	8	4
CCOc1ccc(C(=O)CC(C(=O)O)N2CCCCC2)cc1 (stereo not drawn)	0	2	-7
COc1ccccc1CNc1cc(CSc2ccc(Cl)cc2)nc(C)n1	-4	-9	2
CCOC(=O)CSc1nccc(N(C)C)c1C#N	0	?	-6
CCCCCC/C(C)=C1/SC(=S)NC1=O	-6	-6	-5
CCCN1CCN(C(c2cc3cc4c(cc3[nH]c2=O)OCO4)c2nnnn2C(C)(C)C)CC1 (stereo not drawn)	2	1	-2
Cc1nc2ccc(NC(=O)NCCO)cc2s1	0	-2	-6
Cc1c(N=C2NC(=O)C(CC(=O)Nc3ccc(Cl)cc3)S2)c(=O)n(-c2ccccc2)n1C (stereo not drawn)	2	-3	-4
Cc1ccc(-n2nc3c(N4CCC(C(=O)NCc5cccc(F)c5)CC4)nnc(C)c3c2C)cc1	2	-4	-20
C=CCN(C(=O)CNS(=O)(=O)c1ccccc1)C(C(=O)NCCOC)c1ccncc1 (stereo not drawn)	0	5	8
NC(=S)N/N=C/c1ccc(-c2cc(Cl)cc(Cl)c2)o1	10	-18	-4

Following part.
SMILES	Cneo AK release	PGC1a acetyl inh	miR-122 sensor
OCCN(CCO)CC(O)COCCC12CC3CC(CC(C3)C1)C2 (stereo not drawn)	-1	16	4
O=C1CC(N2CCC(O)CC2)C(=O)N1c1ccc(Br)cc1 (stereo not drawn)	-2	-2	0
COC(=O)c1ccc(C(=O)OCc2nc3cc4ccccc4cc3[nH]2)cc1	-2	14	1
O=c1oc2ccccc2n1CSC1=NCCS1	0	-5	-6
CCOC(=O)C1CCCN(CC(=O)Nc2c(C(=O)OC)[nH]c3ccc(Br)cc23)C1 (stereo not drawn)	-1	-21	3
COc1cccc(/C=N/Nc2nn3cnnc3c3ccccc23)c1O	1	16	4
CNC(=O)CN(C1CCCCC1)S(=O)(=O)c1ccc(OC)c(Cl)c1	-4	3	-2
FC(F)(F)c1cccc(N2CCN(c3ccc4nnc(-c5ccccc5)n4n3)CC2)c1	0	-23	1
CCOC(=O)N1CCN(S(=O)(=O)c2c(C)cc(C)cc2C)CC1	0	-9	-3
CN1C=C(C(F)(F)F)C=C/C1=C(\C#N)c1nnc2n1CCCCC2	-2	21	3
O=C(c1ccc(CN2CCc3ccccc3C2)cc1)N1CCN(c2ccc(F)cc2)CC1	-3	12	-1
CCc1ccc(NC(=O)c2ccccc2NC(=O)C2CCCO2)cc1 (stereo not drawn)	-1	-14	10
COc1ccc(Br)cc1/C=c1\sc2nc(-c3ccco3)nn2c1=O	-1	2	2
COc1ccc(N/C(N)=N/c2nc(CSc3ccc(C)cc3)cc(=O)[nH]2)cc1	1	8	-10
O=C(C1CCCN(Cc2cccnc2)C1)N1CCCCC1 (stereo not drawn)	0	0	-1
CCCCn1nnnc1NCc1ccc(OC)c(OC)c1OC	0	-2	9
COCCn1c(C)cc(C2=NNC(=Nc3ccc(Cl)cc3Cl)SC2)c1C	5	0	-2
Cc1c(N(C)C)nc2ccccc2c1N	-1	5	1
CCOC(=O)N1CCN(C(=O)CN(c2cccc(C)c2)S(=O)(=O)c2ccc(C)cc2)CC1	-1	0	0
COc1ccc(C(C)(C)C)cc1S(=O)(=O)N1CCN(C)CC1	-5	-38	71

Results in PGC1a acetyl inh and miR-122 sensor, for some of the entries so far:
molecule | PGC1a acetyl inh | miR-122 sensor
CC(C)Oc1cc2oc(=O)c3c(c2cc1Cl)CCC3 | 13 | 0
CNC(=O)C1CCC(=O)N1Cc1ccc(C)cc1 (stereo not drawn) | -5 | 2
CCCOc1ccc(F)cc1-c1cc(C(=O)NCc2cc(C(F)(F)F)cc(C(F)(F)F)c2)[nH]n1 | -12 | 2
COc1cccc(NS(=O)(=O)c2ccc3[nH]cc(C(=O)NC4CC4)c(=O)c3c2)c1 | -4 | 49
COc1ccc(NC(=O)CSc2nnc(C3CC3)n2-c2ccccc2)cc1 | 2 | 0

Quoted at random: 3 entries already listed, in no set order.
SMILES	Cneo AK release	PGC1a acetyl inh	miR-122 sensor
OCCN(CCO)CC(O)COCCC12CC3CC(CC(C3)C1)C2 (stereo not drawn)	-1	16	4
CCCCn1nnnc1NCc1ccc(OC)c(OC)c1OC	0	-2	9
CNC(=O)CN(C1CCCCC1)S(=O)(=O)c1ccc(OC)c(Cl)c1	-4	3	-2

Other structures follow.
SMILES	Cneo AK release	PGC1a acetyl inh	miR-122 sensor
O=C(c1ccc2snnc2c1)N1CCSCC1	2	-5	-4
CC(C)Cc1nnc(NC(=O)c2ccncc2)s1	1	-34	-3
OC(COc1ccc2c(c1)OCO2)CN1CCc2ccccc2C1 (stereo not drawn)	1	5	-7
C=CCn1c(SCC(=O)Nc2ccccc2)nc2scc(-c3cccs3)c2c1=O	0	-8	2
CCOc1ccc(N=C2NC(=O)S/C2=C\c2ccc(OC)cc2)cc1	0	-12	0
O=C(CCc1ccccc1)NNC(=S)NC(=O)c1ccccc1	6	9	3
CC(C)(C)C1CCC(OC(=O)c2ccncc2)CC1 (stereo not drawn)	-1	-13	5
O=C(Nc1cc(C(F)(F)F)ccc1N1CCOCC1)c1cccc(F)c1	-3	-10	-7
CC1=C(C(=O)Nc2ccc(F)cc2)C(c2ccc(C)o2)C2=C(CC(C)(C)CC2=O)N1 (stereo not drawn)	3	14	-1
CCCCCn1nc(C)c2c(C)cc(=O)[nH]c21	1	-10	-1
O=S(=O)(Cc1nc2ccccc2s1)c1ccccc1	-2	2	18
Cc1nc2ccc(Cl)cc2nc(C)/c1=N\O	-3	-2	4
CN(CC(=O)Nc1ccccc1Br)Cc1nc2ccccc2c(=O)[nH]1	0	9	0
Cc1cccc(OCC(=O)Nc2cc(C)ccc2O)c1	1	-26	-3
CCNc1nc2nonc2nc1NCC	1	-5	-4
O=C(NC(Cc1ccccc1)c1ccc2c(c1)OCCCO2)c1ccccc1 (stereo not drawn)	1	-5	2
